Tn6 DDE FP: DD(E)-Tn6 binding inhibition, primary FP screen; inhibition, % at 8.3 µM; Fibrin DD(E) TRITC-Tn6 fluorescence polarization displacement; P02675; actives 0.21% (n = 370,000);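 active means inhibition above a per-campaign cutoff: mean of compounds within control limits plus 3 SD, cut at about 15% in these data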;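 further: 0% = median of all compound wells on the plate and 100% = blocking peptide control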
sPLA2-III inh: Inhibits HGIII-sPLA2 liposome hydrolysis, primary screen; Q9NZ20; QFRET BODIPY PC-A2 liposome hydrolysis, fluorescence; inhibition, % at 12.2 µM; actives 0.56% (n = 370,000); AID 743126;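 active means inhibition above mean plus 3 SD of compounds lying within the high and low control bounds, cut at about 19% in these data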;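 further: 0% = median of test compound wells and 100% = no enzyme DMSO wells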
Target sequence (Q9NZ20 whole entry, looked up): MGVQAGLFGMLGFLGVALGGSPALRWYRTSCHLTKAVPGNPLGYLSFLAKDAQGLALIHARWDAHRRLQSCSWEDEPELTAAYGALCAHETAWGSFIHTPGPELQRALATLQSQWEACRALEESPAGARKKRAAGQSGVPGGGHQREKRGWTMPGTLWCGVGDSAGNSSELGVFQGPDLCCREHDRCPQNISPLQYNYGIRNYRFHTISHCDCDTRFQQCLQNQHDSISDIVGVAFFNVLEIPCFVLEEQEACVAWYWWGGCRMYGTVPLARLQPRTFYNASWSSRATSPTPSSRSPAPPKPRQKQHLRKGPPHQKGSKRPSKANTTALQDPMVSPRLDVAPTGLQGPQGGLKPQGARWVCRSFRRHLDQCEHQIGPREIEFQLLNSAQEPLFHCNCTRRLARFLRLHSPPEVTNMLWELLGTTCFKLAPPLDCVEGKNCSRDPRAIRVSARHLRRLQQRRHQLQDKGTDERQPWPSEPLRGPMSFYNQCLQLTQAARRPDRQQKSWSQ
proKLK7 act: proKLK7 (human) activation, primary screen. purified proKLK7, EDANS-DABCYL substrate fluorescence; 100% is mature enzyme control, 0% vehicle. P49862. activation, % at 7 µM. actives 0.9% (n = 370,000);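 active means activation above the mean of all tested compounds plus 3 SD, computed per campaign excluding outliers beyond control limits, cut at about 13% in these data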
Target sequence (P49862 whole entry, looked up): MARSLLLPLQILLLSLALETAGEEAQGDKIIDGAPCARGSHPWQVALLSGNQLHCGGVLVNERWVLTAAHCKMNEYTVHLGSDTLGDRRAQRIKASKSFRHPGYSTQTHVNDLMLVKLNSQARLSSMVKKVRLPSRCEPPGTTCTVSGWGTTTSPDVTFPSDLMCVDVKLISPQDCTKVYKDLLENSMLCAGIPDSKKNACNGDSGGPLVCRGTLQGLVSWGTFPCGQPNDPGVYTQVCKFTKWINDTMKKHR
NR1D1 modulator: modulates human Rev-erb alpha binding to DNA | P20393 | Rev-erbα–FITC-DNA binding, fluorescence polarization, 90 min | activity, % at 10 µM | actives 0.79% (n = 370,000);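 active means activity above about 14%, limit read from the data; passing the limit was not always enough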;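 further: 0% = DMSO wells with 35 nM protein and 100% = DMSO wells with 750 nM protein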
PLCb3 inh: inhibitors of human phospholipase C beta3; AID 720704; actives 0.18% (n = 370,000); Q01970; Purified PLC-beta3, fluorogenic substrate, fluorescence; inhibition, % at 12.2 µM; in the data active means inhibition above about 11%;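 further: 0% = median of compound wells on plate and 100% = full blocker control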
DDE Tn7 FP inh: inhibitors of Tn7 peptide binding to human fibrin DD(E); P02675; FP displacement of FITC-Tn7 peptide from fibrin DD(E); 0% = median of compound wells per plate; inhibition, % at 8.3 µM; actives 0.13% (n = 370,000); AID 720508;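 active means inhibition above the mean of compounds falling within the control limits plus 3 SD of them, cut at about 14% in these data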;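 further: 0% = plate median of compound wells and 100% = 10 µM Aha-Tn7 peptide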
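Test system: human clot-derived fibrin DD(E) complex / Quantity: 2 µM final DD(E) protein / Incubation: 10 min plus 3 h, room temperature / Measured by: fluorescence polarization / Benchmarks: high control of 10 µM Aha-Tn7 peptide / Replicates: singlicate testing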
ARFGAP1 inh: inhibits rat ARF GTPase activating protein 1. actives 0.26% (n = 360,000). Arfgap1-stimulated ARF1 GTP hydrolysis, GDP FP detection. inhibition, % at 16.5 µM. Q62848;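 active means inhibition above a per-plate limit, mean inhibition of low control wells plus 3 SD, cut at about 25% in these data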;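 further: 0% = DMSO wells with enzyme and 100% = wells lacking Arfgap1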
Target sequence (Q62848 1-136 limits assumed): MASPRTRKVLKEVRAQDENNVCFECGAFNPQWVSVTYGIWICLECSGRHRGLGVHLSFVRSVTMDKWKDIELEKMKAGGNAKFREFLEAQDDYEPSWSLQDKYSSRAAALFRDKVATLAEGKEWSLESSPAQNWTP
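Material – truncated rat Arfgap1 GAP domain · Buffer or medium – HEPES-based buffer, pH 7.5 · Reagent – human ARF1(Δ1-17)-GTP substrate · Dosing – 16.5 µM single point, 1.26% DMSO · Schedule – GTP hydrolysis reaction 2 h at 25 °C · Technique – GDP detection by fluorescence polarization · Benchmarks – No-Arfgap1 wells (100%) versus DMSO full-reaction wells (0%) · Repeats – single replicate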
PLC-gamma1 inh: blocks human PLC-gamma1 enzyme activity; P19174; purified PLC-gamma1, fluorogenic substrate, fluorescence; inhibition, % at 12.2 µM; actives 0.84% (n = 370,000); in the data active means inhibition above about 9.5%
ASAP1 GAP inh: inhibitors of human ASAP1 ArfGAP activity. Q9ULH1. ASAP1-stimulated ARF1 GTP hydrolysis, GDP FP detection. inhibition, % at 16.5 µM. actives 0.19% (n = 360,000); in the data active means inhibition above about 25%;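 further: 0% = vehicle with enzyme and substrate and 100% = no enzyme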
UHRF1 MBD2 ctr: blocks human UHRF1 binding to methylated DNA. Q96T88. UHRF1 binding to methylated oligo, TR-FRET. inhibition, % at 4.4 µM. actives 0.75% (n = 370,000). AID 687016; in the data active means inhibition above about 21%;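 further: UHRF1 SRA domain binding a hemimethylated CpG hairpin DNA probe; 0% = median of test compound wells and 100% = reference inhibitor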
An asterisk follows results filed as active.

SMILES	Tn6 DDE FP	sPLA2-III inh	proKLK7 act	NR1D1 modulator	PLCb3 inh	DDE Tn7 FP inh	ARFGAP1 inh	PLC-gamma1 inh	ASAP1 GAP inh	UHRF1 MBD2 ctr
CCCc1[nH]nc2c1C(c1ccccc1OCC)C(C#N)=C(N)O2 (stereo unspecified)	3	-13	0.1	-1	-3	4	-5	-7	13	-3
COc1ccc(CCNCC(O)Cn2c3ccccc3c3ccccc32)cc1OC (stereo unspecified)	-2	-26	0.3	-2	3	-10	2	6	-7	-1
CCCOP(=O)(c1ccc(N(C)C)cc1)C(O)c1ccc(Cl)cc1 (stereo unspecified)	-4	-1	0.4	-1	-6	0	3	-2	-1	3
CCCCn1c(=N)n(CC(=O)c2ccc(Br)s2)c2ccccc21	-6	-32	0.9	1	-15	-7	0	-2	-15	2
Cc1ccc(C)c(Cn2nc3c4ccccc4n(Cc4ccccc4)cc-3c2=O)c1	0	-1	0.9	3	-7	7	4	-6	3	-3
CCC(C)c1ccccc1NC(=O)COC(=O)CCc1cc(OC)c(OC)c(OC)c1 (stereo unspecified)	0	6	-0.2	3	-2	6	6	1	0	1
CCn1c(C)cc(/C=C2/NC(=O)N(c3ccccc3)C2=O)c1C	6	-8	-1.1	-2	-55	-6	-5	-41	-1	-2
CN(C(=O)COC(=O)c1cc(=O)[nH]c2ccccc12)c1ccccc1	5	8	-22	2	-167	1	7	-131	-5	-1
Cc1cccc(NS(=O)(=O)c2cccc(C(=O)N3CCN(C/C=C/c4ccccc4)CC3)c2)c1	4	-28	0.6	4	-3	-2	-3	-1	9	0
Cc1ccc(NS(=O)(=O)c2cccc(C(=O)NNC(=O)c3cccn3C)c2)c(C)c1	-2	-28	-0.3	-2	-6	-30	3	-2	10	-5
CCCn1nc2cc(C(=O)NCc3ccc(OC)cc3)ccc2c1OCC	6	5	-13	-5	-349	-3	6	-266	10	29*
COC(=O)c1c(NC(=O)Cc2cccs2)sc(C(=O)N2CCCCC2)c1C	-3	-8	0.1	1	-3	0	-3	1	8	-2
CCOc1ccc(NC(=O)C2CCCN(S(=O)(=O)c3cccc4nsnc34)C2)cc1 (stereo unspecified)	-2	-3	0.0	0	1	6	10	-2	-13	-2
COc1ccc2[nH]c(=O)c(CN(CC3CCCO3)C(=S)Nc3ccccc3)cc2c1 (stereo unspecified)	6	-1	1.9	-2	-10	8	-5	-9	-8	-1
CCOc1ccccc1N1CC(C(=O)Nc2ccccc2N2CCCC2)CC1=O (stereo unspecified)	0	0	0.2	6	-6	2	-1	2	-2	-3
Nc1[nH]ncc1-c1ccc(F)cc1	-7	2	0.5	-6	1	1	6	2	-2	2
Nc1n[nH]c2cccc(Cl)c12	-1	7	0.1	2	-2	3	18	-1	8	0
O=C(Cc1cccs1)N1CCCC(c2nc3c(nnn3Cc3ccc(F)cc3)c(=O)[nH]2)C1 (stereo unspecified)	10	-16	0.8	-3	-1	0	-9	-4	2	1
COc1ccc(C(=O)N[C@H](C(=O)NCc2ccc(C)cc2)C(C)C)cc1	3	-1	0.3	7	-6	-2	7	-1	16	-1
Cc1ccc(C)c(C(C)NC(=S)NC2CCCCC2)c1 (stereo unspecified)	-3	13	-0.7	-1	-2	-1	11	3	5	-3
CCSc1nnc(NC(=O)CCN2C(=O)C3CCCCC3C2=O)s1 (stereo unspecified)	2	13	0.5	-8	-8	2	-2	7	-7	0
CCOc1cc(CNCC(C)C)cc(Cl)c1OCc1ccccc1	-3	3	-0.2	-1	8	5	0	7	15	-1
CCOC(=O)CC12CN3CN(C1)CC(CC(=O)OCC)(C3)C2=O	3	-2	0.0	2	0	4	-8	-2	-9	0
CCOc1ccc(C(=O)NNC(=O)CCNC(=O)c2ccc(Br)cc2)cc1OC	4	5	0.0	-1	-4	1	4	0	8	-2
CCN(CC)c1ccc(/C=N/Nc2nc3ccccc3[nH]2)c(O)c1	-2	-32	-5.4	2	-145	6	3	-128	0	-12
O=C(OCC(=O)N1CCN(c2ccccc2)CC1)c1ccc2ncsc2c1	0	-5	-0.1	-6	-11	2	2	-1	-6	1
COc1ccccc1/C=C/c1onc(C)c1S(=O)(=O)N1CCC(C(=O)NC2CCCCCC2)CC1	2	0	0.1	-4	-7	-2	19	1	3	5
CCc1nc2c(OCCC3CCCCC3)cccn2c1N(C=O)Cc1ccccc1	4	-6	0.0	-12	-5	1	6	-1	-6	-1
Cc1ccc(CC(NC(=O)c2ccccc2)C(=O)NC(C)C(=O)O)cc1 (stereo unspecified)	-3	7	-0.2	7	4	1	-12	2	-1	-1
CCn1c(CNC(=O)c2ccccc2Cl)cc2ccccc21	3	4	-0.1	7	-9	3	-6	-1	-3	2
CCSc1nnc(NC(=O)c2cc(C)oc2C)s1	0	6	-0.1	0	3	-6	-7	11*	9	4
O=C(COc1ccc2c(c1)oc(=O)c1ccccc12)NC(Cc1ccc(Cl)cc1)C(=O)O (stereo unspecified)	5	-26	-2.2	-5	-173	-1	14	-133	-1	-1
CCCCNC(=O)c1ccccc1NC(=O)c1ccccc1N(C)S(C)(=O)=O	2	-5	-0.5	0	-1	-5	0	-2	3	0
Oc1ccc2ccccc2c1CNc1ccccn1	-7	-4	1.9	-2	-8	7	8	-6	-4	-1
N#Cc1ccc(C(=O)Nc2nc3ccccc3[nH]2)cc1	-4	23*	0.3	3	-12	-7	0	-3	2	0
CN(Cc1cn(Cc2ccccc2)nc1-c1ccc2c(c1)OCO2)Cc1nccn1C	7	-5	0.0	-1	0	2	-5	-1	3	-1
O=C(C[C@H]1C[C@H](C(=O)N2CCCCC2)[C@@]2(CCc3ccccc3)c3[nH]c4ccc(Cl)cc4c3CCN2C1=O)NCc1cccc(C(F)(F)F)c1	-3	5	-0.4	0	2	-6	15	4	10	5
COCc1ccc(C(=O)N(C)CC2CCCN(CCc3ccc(OC)cc3)C2)o1 (stereo unspecified)	0	0	0.0	3	-5	-10	7	3	0	-1
Cc1ccc(CONC(=O)c2ccc(C)cc2)cc1	0	5	3.3	-8	-6	3	-1	3	5	1
COc1ccc(-c2cc(C)no2)cc1S(=O)(=O)N1CCOc2ccccc21	-11	-4	-0.1	4	-3	-4	5	3	0	0
O=c1c2cc(N3CCOCC3)ccc2[nH]c(=S)n1CCc1ccccc1	-7	7	0.6	1	-286	2	9	-177	-4	2
COc1ccc(C(=O)CN2C3=NCCCN3c3ccccc32)cc1OC	-3	-8	-0.4	-4	2	6	-2	2	0	-4
COc1ccc(Cc2nnc(SCC(=O)NCCc3ccccc3)o2)cc1	-6	-6	0.0	0	2	4	2	-1	1	-1
Nc1nc(NC(=O)c2cccs2)nn1-c1ccccc1	-3	2	0.5	3	6	-4	6	5	7	0
O=C(N/N=C/c1cc(Cl)cc(Cl)c1O)c1ccncc1	-5	-19	-16	8	-324	0	13	-237	11	-5
COc1cc(C(=O)NNC(=O)c2ccoc2C)cc(OC)c1OC	-2	1	-0.3	5	1	4	4	0	-3	-3
CCOC(=O)c1sc(NC(=O)CSc2ncn(-c3ccccc3)n2)nc1C	-2	-9	-0.3	-4	1	-5	4	0	0	-2
O=C(COc1ncnc2c(Cl)cc(Cl)cc12)NCCC1=CCCCC1	1	-4	0.7	22*	4	-1	4	0	-4	-1

One compound at a time, from the list above. Values in the order: Tn6 DDE FP	sPLA2-III inh	proKLK7 act	NR1D1 modulator	PLCb3 inh	DDE Tn7 FP inh	ARFGAP1 inh	PLC-gamma1 inh	ASAP1 GAP inh	UHRF1 MBD2 ctr
Entry for COCc1ccc(C(=O)N(C)CC2CCCN(CCc3ccc(OC)cc3)C2)o1 (stereo unspecified) → 0	0	0.0	3	-5	-10	7	3	0	-1
Entry for O=C(N/N=C/c1cc(Cl)cc(Cl)c1O)c1ccncc1 → -5	-19	-16	8	-324	0	13	-237	11	-5
Entry for O=C(C[C@H]1C[C@H](C(=O)N2CCCCC2)[C@@]2(CCc3ccccc3)c3[nH]c4ccc(Cl)cc4c3CCN2C1=O)NCc1cccc(C(F)(F)F)c1 → -3	5	-0.4	0	2	-6	15	4	10	5
Entry for Nc1nc(NC(=O)c2cccs2)nn1-c1ccccc1 → -3	2	0.5	3	6	-4	6	5	7	0
Entry for COc1ccc(Cc2nnc(SCC(=O)NCCc3ccccc3)o2)cc1 → -6	-6	0.0	0	2	4	2	-1	1	-1

(listing goes on)
SMILES	Tn6 DDE FP	sPLA2-III inh	proKLK7 act	NR1D1 modulator	PLCb3 inh	DDE Tn7 FP inh	ARFGAP1 inh	PLC-gamma1 inh	ASAP1 GAP inh	UHRF1 MBD2 ctr
CC1CCCN(Cc2c(O)ccc3c(=O)c(-c4ccc(Cl)cc4)coc23)C1 (stereo unspecified)	0	9	-0.8	-3	-368	-2	2	-227	-5	1
CC(=O)NS(=O)(=O)c1ccc(NC(=O)c2cc3c(=O)n4ccccc4nc3s2)cc1	-7	4	1.0	-5	-42	0	1	-27	2	4
NC(=O)C1CCN(C(=O)c2ccc3c(c2)S(=O)(=O)c2ccccc2C3=O)CC1	-9	9	-0.1	0	-8	4	10	1	-2	3
CCS(=O)(=O)N1CCC(NC(=O)C(Cc2cc(OC)ccc2OC)NC(C)=O)CC1 (stereo unspecified)	1	8	0.2	-3	-7	0	-15	-4	-1	1
Nc1cc(-c2cccc(F)c2)nn1S(=O)(=O)c1cccc2nsnc12	4	-3	0.5	8	6	2	-4	3	-8	-5
CCOC(=O)c1cc(CC)sc1N1C(=O)CC(Sc2ncccc2C(=O)O)C1=O (stereo unspecified)	-7	-1	-0.7	-4	-4	2	3	-2	3	-2
COC(=O)c1scc(C)c1N/N=C(\C)c1ccc(F)cc1F	3	3	-0.9	-3	0	1	4	-1	2	-1
CCCCCSc1nc(C)c(CC(=O)O)c(=O)[nH]1	-3	6	0.4	-4	3	-2	2	3	-8	-1
Cc1ccc(NC(=S)N(Cc2cccc(Br)c2)CC2CCC(C(=O)O)CC2)cc1 (stereo unspecified)	-7	-2	-0.2	-3	-2	-2	4	2	-7	-2
O=S(=O)(c1ccc(NC(=S)N2CCN(c3ccc(O)cc3)CC2)cc1)N1CCOCC1	4	-11	0.5	-1	4	8	-3	0	-2	-2
CC1(C)Cc2ccccc2C(NNC(=O)c2ccccc2)=N1	2	-1	0.1	5	-1	-6	-3	2	-5	-2
Cc1ccc(N(CC(=O)NC2CCCC2)C(=O)CCC(=O)Nc2ccccn2)cc1	3	2	-0.8	-5	-1	1	1	2	7	-2
CCOCCCNCC(=O)Nc1ccccc1N1CCOCC1	-10	0	-0.1	-1	2	0	-1	2	-2	-1
Nc1nonc1-c1nc2ccccc2[nH]1	0	0	0.4	2	-1	-9	4	-2	-4	-4
COc1ccc(N2CCN(C(=S)Nc3ccccc3OC)CC2)cc1	-4	4	-0.3	-1	-5	-5	4	0	-6	-1
CCN(CC)c1ccc([N+](=O)[O-])cc1C(=O)O	2	5	-0.3	2	1	5	-6	4	-13	0
Cc1noc(C)c1S(=O)(=O)N1CCN(S(=O)(=O)c2ccccc2C#N)CC1	-3	2	0.4	2	-3	0	2	0	14	0

Source: PubChem (several laboratories)
